PGC1a acetyl inh – modulators of PGC1a acetylation | U2OS PGC1a acetylation, AlphaScreen anti-acetyl-lysine; with virally co-expressed GCN5 acetyltransferase | hit rate 0.17% among 350,000 | inhibition, % at 15.6 µM;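 active means every replicate shows inhibition of at least 40%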;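 further: 0% = neutral control wells and 100% = positive control wells; some results beyond the cut were filed as inactive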
Cneo AK release – causes C. neoformans cell lysis | AID 651654 | lysis activity, % at 15 µM | adenylate kinase release luminescence, 4 h; normalised: neutral wells 0, clomiphene wells 100 | hit rate 0.2% among 360,000;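 active means mean lysis activity across replicates of at least 80%, whatever share of replicates individually reach that level; inactive means mean lysis activity below 80%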
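Assay system: Cryptococcus neoformans yeast cells / Dosing: single-point compound dose / Timing: 4 h at 37 °C static, read 1 h later / Measured by: luminescence of released adenylate kinase using an AK detection reagent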
EWS-Fli block – EWS/Fli transcriptional activity inhibition. A673 NR0B1-luciferase reporter, viability-normalised. inhibition, % at 12.6 µM. hit rate 0.67% among 350,000. AID 651661;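 active means mean inhibition of at least 50% after viability correction, with every replicate also passing that limit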;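 further: firefly luciferase signal divided by Alamar Blue viability fluorescence both relative to DMSO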
LGR2 antag – inhibitors of bursicon-induced Drosophila LGR2 receptor cAMP signaling; HEK293 LGR2, CRE-luciferase, bursicon-stimulated, 4 h; inhibition, % at 9.99 µM; hit rate 0.35% among 380,000;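 active means drop in luminescence signal, shown as inhibition above about 50% in the replicate tests, limit read from the data, passing the limit was not always enough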;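 further: agonist challenge used bursicon conditioned medium at about half maximal strength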
* marks the source's active call; other numbers are inactive results; nt = not tested or not shown. A portion of the library; count on the stated rates, not on these rows.

Below each compound – Cneo AK release, PGC1a acetyl inh, LGR2 antag, EWS-Fli block
Cc1nc(NC(=O)c2cc3c(s2)CCCCC3)sc1C(=O)N(C)C
    -0.6, -9.3, -55.6, nt
O=C1CC(c2ccccc2)CC(O)=C1C=NCc1ccccc1Cl (stereo not drawn)
    1.2, 4.1, -23.2, nt
COc1ccc(Cl)cc1NC(=O)N(C)Cc1c(C)nn(C)c1C
    0.0, -2.7, 14.1, nt
O=C(NC(NC(=S)Nc1cccc(Cl)c1)C(Cl)(Cl)Cl)OCc1ccccc1 (stereo not drawn)
    58.3, 5.0, 4.7, nt
COc1ccc2c3c(n(C)c2c1)[C@@H](CO)N(C(=O)c1ccccc1)CC31CN(CC2CC2)C1
    nt, 2.6, -15.6, -5.9
CCS(=O)(=O)N1CCC2(CC1)CN(C)[C@@H](CO)c1c2c2ccc(OC)cc2n1C
    nt, 4.5, -11.1, 4.7
CCCNC(=O)N1CC2(CN(C(=O)CC3CC3)C2)c2c(n(C)c3cc(OC)ccc23)[C@@H]1CO
    nt, -1.9, -6.0, -0.1
COc1cc(S(=O)(=O)N(Cc2cccs2)C2CC2)ccc1-n1cnnn1
    nt, 4.6, -4.3, 10.7
COc1cccc(S(=O)(=O)N2CC3(CCN(C)CC3)c3c(n(C)c4cc(OC)ccc34)[C@@H]2CO)c1
    nt, -10.6, -1.5, -7.8
COc1ccc2c3c(n(C)c2c1)[C@H](CO)N(C(=O)Cc1ccccc1)CC31CCN(C)CC1
    nt, -7.7, -7.0, 8.0
CCCNC(=O)N1CC2(CN(Cc3ccc(OC)cc3)C2)c2c(n(C)c3cc(OC)ccc23)[C@@H]1CO
    nt, -35.3, -18.4, -0.8
COc1ccc2c3c(n(C)c2c1)[C@H](CO)N(Cc1ccccc1)CC31CN(C(=O)C2CC2)C1
    nt, -19.0, -17.9, -4.2
COc1ccc2c3c(n(C)c2c1)[C@@H](CO)N(Cc1ccc2c(c1)OCO2)CC31CCN(C(=O)C2CC2)CC1
    nt, -4.2, 0.4, -12.1
CCCNC(=O)N1CC2(CCN(CC3CCCCC3)CC2)c2c([nH]c3cc(OC)ccc23)[C@H]1CO
    nt, -20.3, -2.9, 0.7
COc1cccc(S(=O)(=O)N2CC3(CN(C(=O)Nc4ccc(F)cc4)[C@@H](CO)c4[nH]c5cc(OC)ccc5c43)C2)c1
    nt, 5.1, 3.8, 9.5
COCC(=O)N1CCC2(CC1)CN(Cc1ccccc1Cl)[C@H](CO)c1c2c2ccc(OC)cc2n1C
    nt, -4.8, -1.5, 6.6
COc1ccc2c3c(n(C)c2c1)[C@H](CO)N(Cc1ccccc1)CC31CCN(C(=O)C2CC2)CC1
    nt, -9.8, -8.3, -0.3
COc1ccc2c3c([nH]c2c1)[C@@H](CO)N(C(=O)C1CCCCC1)CC31CN(Cc2nccs2)C1
    nt, -0.4, 11.2, -2.7
COc1ccc2c3c([nH]c2c1)[C@@H](CO)N(C(=O)c1ccncc1)CC31CN(C(=O)c2ccncc2)C1
    nt, 8.9, 4.8, 1.6
COc1ccc2c3c(n(C)c2c1)[C@H](CO)N(C(=O)Nc1ccc(F)cc1)CC31CN(C(=O)CC2CC2)C1
    nt, -6.5, -9.0, 21.1

14 entries from above, tab-delimited.
Molecule	Cneo AK release	PGC1a acetyl inh	LGR2 antag	EWS-Fli block
O=C(NC(NC(=S)Nc1cccc(Cl)c1)C(Cl)(Cl)Cl)OCc1ccccc1 (stereo not drawn)	58.3	5.0	4.7	nt
COc1ccc2c3c(n(C)c2c1)[C@@H](CO)N(C(=O)c1ccccc1)CC31CN(CC2CC2)C1	nt	2.6	-15.6	-5.9
CCS(=O)(=O)N1CCC2(CC1)CN(C)[C@@H](CO)c1c2c2ccc(OC)cc2n1C	nt	4.5	-11.1	4.7
CCCNC(=O)N1CC2(CN(C(=O)CC3CC3)C2)c2c(n(C)c3cc(OC)ccc23)[C@@H]1CO	nt	-1.9	-6.0	-0.1
COc1cc(S(=O)(=O)N(Cc2cccs2)C2CC2)ccc1-n1cnnn1	nt	4.6	-4.3	10.7
COc1cccc(S(=O)(=O)N2CC3(CCN(C)CC3)c3c(n(C)c4cc(OC)ccc34)[C@@H]2CO)c1	nt	-10.6	-1.5	-7.8
COc1ccc2c3c(n(C)c2c1)[C@H](CO)N(C(=O)Cc1ccccc1)CC31CCN(C)CC1	nt	-7.7	-7.0	8.0
CCCNC(=O)N1CC2(CN(Cc3ccc(OC)cc3)C2)c2c(n(C)c3cc(OC)ccc23)[C@@H]1CO	nt	-35.3	-18.4	-0.8
COc1ccc2c3c(n(C)c2c1)[C@H](CO)N(Cc1ccccc1)CC31CN(C(=O)C2CC2)C1	nt	-19.0	-17.9	-4.2
COc1ccc2c3c(n(C)c2c1)[C@@H](CO)N(Cc1ccc2c(c1)OCO2)CC31CCN(C(=O)C2CC2)CC1	nt	-4.2	0.4	-12.1
CCCNC(=O)N1CC2(CCN(CC3CCCCC3)CC2)c2c([nH]c3cc(OC)ccc23)[C@H]1CO	nt	-20.3	-2.9	0.7
COc1cccc(S(=O)(=O)N2CC3(CN(C(=O)Nc4ccc(F)cc4)[C@@H](CO)c4[nH]c5cc(OC)ccc5c43)C2)c1	nt	5.1	3.8	9.5
COCC(=O)N1CCC2(CC1)CN(Cc1ccccc1Cl)[C@H](CO)c1c2c2ccc(OC)cc2n1C	nt	-4.8	-1.5	6.6
COc1ccc2c3c(n(C)c2c1)[C@H](CO)N(Cc1ccccc1)CC31CCN(C(=O)C2CC2)CC1	nt	-9.8	-8.3	-0.3

Going on with the list:
Below each compound – Cneo AK release, PGC1a acetyl inh, LGR2 antag, EWS-Fli block
CCCNC(=O)N1CC2(CCN(C)CC2)c2c([nH]c3cc(OC)ccc23)[C@H]1CO
    nt, -7.8, -5.3, -0.7
COc1ccc2c3c(n(C)c2c1)[C@@H](CO)N(Cc1ccc(F)cc1)CC31CN(C)C1
    nt, 4.1, 8.5, -2.7
COCC(=O)N1CC2(C1)CN(C(=O)Cc1ccccc1)[C@@H](CO)c1c2c2ccc(OC)cc2n1C
    nt, -4.8, 4.3, -5.1
COc1cc(CN2CC3(CCN(C(=O)Nc4cccc(F)c4)CC3)c3c(n(C)c4cc(OC)ccc34)[C@@H]2CO)cc(OC)c1
    nt, -7.8, 2.2, -5.6
CCCC(=O)N1CC2(C1)CN(Cc1ccncc1)[C@H](CO)c1[nH]c3cc(OC)ccc3c12
    nt, 4.3, 4.2, 4.7
COc1ccc2c3c(n(C)c2c1)[C@@H](CO)N(C(C)=O)CC31CCN(C(=O)Nc2ccc(F)cc2)CC1
    nt, -2.6, 1.8, 20.7
COc1ccc2c3c(n(C)c2c1)[C@@H](CO)N(CC1CCCCC1)CC31CN(C(C)=O)C1
    nt, -6.3, -21.3, 6.9
CCCNC(=O)N1CCC2(CC1)CN(C(=O)c1ccncc1)[C@@H](CO)c1[nH]c3cc(OC)ccc3c12
    nt, -1.3, -8.3, 6.8
COc1ccc2c3c([nH]c2c1)[C@H](CO)N(C(C)=O)CC31CCN(S(=O)(=O)c2cccs2)CC1
    nt, 2.5, -3.3, -1.5
COc1ccc2c3c(n(C)c2c1)[C@@H](CO)NCC31CCN(Cc2ccc(-c3ccccn3)cc2)CC1
    nt, -7.4, 2.3, 11.7
COc1ccc(CN2CC3(CCN(S(=O)(=O)c4ccc(C)cc4)CC3)c3c([nH]c4cc(OC)ccc34)[C@H]2CO)cc1
    nt, 1.6, -0.8, -13.7
COc1ccc2c3c([nH]c2c1)[C@@H](CO)N(C(C)=O)CC31CCN(Cc2ccccc2Cl)CC1
    nt, -4.3, 17.2, -13.1
COc1cccc(S(=O)(=O)N2CCC3(CC2)CN[C@@H](CO)c2[nH]c4cc(OC)ccc4c23)c1
    nt, 3.6, 26.3, -1.7
COc1cc(CN2CC3(CN(C(=O)c4ccc5c(c4)OCO5)C3)c3c(n(C)c4cc(OC)ccc34)[C@H]2CO)cc(OC)c1
    nt, -19.2, 14.5, 12.0
CC=Cc1ccc2n(c1=O)C[C@H]1[C@H](CO)[C@@H](C(=O)NC3CCC3)[C@@H]2N1C(=O)c1cnccn1 (mixture of isomers)
    nt, -2.0, 7.4, -3.2
COc1ccc2c3c(n(C)c2c1)[C@@H](CO)N(C(=O)Nc1ccc(F)cc1)CC31CCN(C)CC1
    nt, -5.0, -1.8, 0.8
CCC(=O)N1CCC2(CC1)CN(Cc1ccc3c(c1)OCO3)[C@@H](CO)c1c2c2ccc(OC)cc2n1C
    nt, -3.5, 4.1, -13.1
COc1ccc2c3c([nH]c2c1)[C@H](CO)N(C(=O)C1CCCCC1)CC31CCN(S(C)(=O)=O)CC1
    nt, -6.8, -8.0, 2.4
CCCC(=O)N1CC2(CN(S(=O)(=O)CC)C2)c2c(n(C)c3cc(OC)ccc23)[C@@H]1CO
    nt, 3.5, 16.0, -0.3
COc1ccc2c3c(n(C)c2c1)[C@@H](CO)NCC31CN(C(C)=O)C1
    nt, 0.6, -0.9, -3.2
COc1cccc(CN2CCC3(CC2)CN(C(=O)Nc2ccc(F)cc2)[C@H](CO)c2c3c3ccc(OC)cc3n2C)c1
    nt, -18.0, -1.9, -7.2
CCC(=O)N1CC2(C1)CN(C(=O)CN1CCOCC1)[C@H](CO)c1[nH]c3cc(OC)ccc3c12
    nt, -3.9, 11.3, -0.8
COc1ccc2c3c(n(C)c2c1)[C@H](CO)N(C(C)=O)CC31CN(C(=O)C2CC2)C1
    nt, 5.6, 3.0, -6.6
COc1ccc(CN2CC3(CN(C(=O)C4CCC4)C3)c3c(n(C)c4cc(OC)ccc34)[C@H]2CO)cc1
    nt, -14.1, -10.4, 7.7
COc1ccc2c3c(n(C)c2c1)[C@@H](CO)N(Cc1ccccc1OC)CC31CCN(C)CC1
    nt, -12.7, -31.5, -11.2
CCCC(=O)N1CC2(CCN(C(=O)NC(C)C)CC2)c2c([nH]c3cc(OC)ccc23)[C@H]1CO
    nt, -3.5, 29.4, -3.2
CCS(=O)(=O)N1CC2(CN(Cc3ccccc3)[C@H](CO)c3c2c2ccc(OC)cc2n3C)C1
    nt, -10.2, -2.0, 5.7
COc1ccc2c3c(n(C)c2c1)[C@H](CO)N(Cc1nccs1)CC31CCN(C)CC1
    nt, 4.3, -15.1, -5.3
COc1ccc2c3c([nH]c2c1)[C@H](CO)NCC31CCN(C(=O)Nc2ccc3c(c2)OCO3)CC1
    nt, 2.3, 4.1, 9.0
COc1ccc2c3c(n(C)c2c1)[C@@H](CO)NCC31CCN(Cc2ccccc2F)CC1
    nt, 1.6, -10.6, -12.1
CCC(=O)N1CC2(CCN(Cc3ccc(F)cc3)CC2)c2c(n(C)c3cc(OC)ccc23)[C@@H]1CO
    nt, -2.5, -3.6, 2.4
CCC(=O)N1CC(=O)N2[C@H](C1)[C@@H](c1ccc(-c3ccccc3F)cc1)[C@@H]2CO
    nt, -5.7, -7.4, -21.7
COc1ccc2c3c([nH]c2c1)[C@H](CO)N(C(=O)NC(C)C)CC31CN(C(=O)C2CCCCC2)C1
    nt, 2.6, 5.8, -5.5
COc1ccc2c3c(n(C)c2c1)[C@@H](CO)N(C)CC31CN(S(=O)(=O)c2cccc(F)c2)C1
    nt, 5.6, 7.9, 5.7
COc1ccc2c3c([nH]c2c1)[C@@H](CO)N(Cc1nccs1)CC31CCN(Cc2cncnc2)CC1
    nt, 5.3, 0.2, -3.6
COc1ccc2c3c([nH]c2c1)[C@@H](CO)N(C(C)=O)CC31CN(S(=O)(=O)c2ccccc2)C1
    nt, -3.4, -3.5, -0.4
COc1ccc2c3c([nH]c2c1)[C@@H](CO)N(Cc1ccccc1Cl)CC31CN(C(C)=O)C1
    nt, 23.0, -1.1, 47.1
CCS(=O)(=O)N1CC2(CN(Cc3ccccc3OC)[C@H](CO)c3c2c2ccc(OC)cc2n3C)C1
    nt, 3.2, -7.7, 4.6
COc1ccc2c3c(n(C)c2c1)[C@H](CO)N(C(=O)NC(C)C)CC31CCN(CC2CCCCC2)CC1
    nt, -17.7, -3.6, 7.7
COc1ccc2c3c([nH]c2c1)[C@H](CO)N(C(C)=O)CC31CN(S(=O)(=O)c2ccccc2)C1
    nt, 2.7, -7.2, -10.0
CCC(=O)N1CC2(CN(S(C)(=O)=O)C2)c2c(n(C)c3cc(OC)ccc23)[C@@H]1CO
    nt, 5.0, -0.6, 7.1
COc1ccc2c3c([nH]c2c1)[C@H](CO)N(C(=O)CN1CCOCC1)CC31CN(C)C1
    nt, 5.5, 7.9, 4.2
COc1ccc2c3c(n(C)c2c1)[C@@H](CO)N(C(=O)c1ccccn1)CC31CN(C)C1
    nt, -3.9, 3.0, 3.0
COc1ccc2c3c([nH]c2c1)[C@H](CO)N(CC1CC1)CC31CN(C(=O)Nc2cccc(F)c2)C1
    nt, 10.6, 5.4, -7.2
COc1ccc2c3c([nH]c2c1)[C@H](CO)N(C(=O)C1CCCCC1)CC31CN(Cc2nccs2)C1
    nt, -3.1, -0.5, 9.9
COc1ccc2c3c([nH]c2c1)[C@H](CO)N(CC1CC1)CC31CN(C(=O)c2ccccc2)C1
    nt, -1.4, -26.0, 3.2

Source: PubChem BioAssay (Broad Institute)
